# Screens from PubChem.
# MBD2 inh: blocks human MBD2 binding to methylated DNA. AID 686964. hit rate 0.31% among 370,000. Q9UBB5. inhibition, % at 4.4 µM. TR-FRET, MBD2 binding to methylated oligonucleotide; in the data active means inhibition above about 13%
# ABHD4 inh: inhibits mouse alpha/beta hydrolase domain 4; Q8VD66; purified mABHD4, FP-Rh probe fluorescence polarization; inhibition, % at 8.92 µM; hit rate 0.54% among 370,000; AID 720543;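 active means inhibition exceeding the mean over every tested compound plus 3 SD, cut at about 30% in these data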;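 further: 0% = plate median of compound wells and 100% = S159A mutant with DMSO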
# Target sequence (Q8VD66 whole entry, looked up, the tested form may be a part): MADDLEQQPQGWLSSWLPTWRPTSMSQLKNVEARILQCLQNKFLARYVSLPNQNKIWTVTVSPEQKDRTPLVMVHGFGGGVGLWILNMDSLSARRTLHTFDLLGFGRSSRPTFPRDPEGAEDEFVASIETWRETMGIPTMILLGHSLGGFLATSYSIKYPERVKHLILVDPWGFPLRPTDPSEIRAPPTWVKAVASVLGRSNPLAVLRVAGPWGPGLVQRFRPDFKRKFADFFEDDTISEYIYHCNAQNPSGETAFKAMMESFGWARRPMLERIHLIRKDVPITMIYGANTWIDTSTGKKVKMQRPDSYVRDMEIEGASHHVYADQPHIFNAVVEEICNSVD
#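 Assay system: mABHD4 protein; medium: HEPES pH 7.0, NaCl, Pluronic buffer; dosing: 8.92 µM, single dose; schedule: 45 min + 60 min at 25 °C; signal: FP readout, ex 525 nm / em 598 nm; read-out: normalized percent inhibition of probe labeling; repeats: single replicate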
# PRMT1 FP inh: blocks human protein arginine methyltransferase 1. inhibition, % at 2.79 µM. hit rate 1.3% among 370,000. Q99873. AID 652257. recombinant PRMT1, activity-based probe fluorescence polarization;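 active means inhibition above about 21% made by adding two undisclosed values, limit read from the data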
# GC-B act: GC-B (human) receptor activation. hit rate 0.11% among 370,000. HEK293-GC-B cells, CNP EC30, cGMP TR-FRET; 0% at EC30 CNP, 100% saturating CNP. AID 1920062. activation, % at 10 µM;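 active means activation at 10 µM reaching about 35% in either raw or pattern-adjusted values, limit read from the data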
# TCR CD3 inh: blocks the human TCR-CD3 interaction | TAMRA-labeled TCR probe fluorescence, biochemical | inhibition, % at 9.4 µM | hit rate 0.37% among 360,000; in the data active means inhibition above about 19%;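 further: recombinant mutant TCR 2C K166C tagged with TAMRA read by polarization; 0% = receptor in buffer alone and 100% = receptor with positive control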
# NPR1 activator: GC-A (human) enzyme activation; P16066; HEK293 GC-A cells, cGMP TR-FRET, EC30 ANP; 0% at EC30 ANP, 100% saturating ANP; activation, % at 10 µM; hit rate 0.14% among 370,000; in the data active means activation above about 40%
# SIAE primary: human SIAE inhibition, primary screen. Q9HAT2. SIAE FP-Rh probe binding, fluorescence polarization. inhibition, % at 9.66 µM. hit rate 0.69% among 370,000. AID 1053197;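 active means inhibition above a cutoff: mean of compounds within the control limits plus 3 SD of those, cut at about 17% in these data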;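 further: 0% = plate median of compound wells and 100% = probe without SIAE protein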
# HTRA1 inh: HTRA1 (human) protease inhibition. recombinant HTRA1, FP-rhodamine activity-based probe, fluorescence polarization. hit rate 0.5% among 340,000. Q92743. inhibition, % at 5.96 µM; in the data active means inhibition above about 36%;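 further: 0% = enzyme with DMSO and 100% = wells lacking enzyme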
# Target sequence (Q92743 whole entry, looked up): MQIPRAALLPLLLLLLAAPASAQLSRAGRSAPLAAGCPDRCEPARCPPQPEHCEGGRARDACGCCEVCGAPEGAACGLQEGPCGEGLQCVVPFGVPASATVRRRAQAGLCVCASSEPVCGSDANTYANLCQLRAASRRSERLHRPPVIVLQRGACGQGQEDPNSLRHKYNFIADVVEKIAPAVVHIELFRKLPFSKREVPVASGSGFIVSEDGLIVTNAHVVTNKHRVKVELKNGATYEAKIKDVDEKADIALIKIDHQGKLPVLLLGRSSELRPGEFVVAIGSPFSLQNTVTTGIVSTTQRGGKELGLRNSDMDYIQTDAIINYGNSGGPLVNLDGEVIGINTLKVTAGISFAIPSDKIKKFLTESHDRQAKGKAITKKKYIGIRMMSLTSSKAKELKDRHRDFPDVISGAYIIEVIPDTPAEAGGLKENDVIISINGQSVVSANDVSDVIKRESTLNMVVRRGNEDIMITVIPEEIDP
# rCAG RNA binder: binds r(CAG) RNA repeats; hit rate 1.3% among 370,000; r(CAG) RNA repeat, TO-PRO-1 dye displacement fluorescence; AID 651821; inhibition, % at 3 µM;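 active means inhibition above the plate cutoff, the mean of all test compounds on that plate plus 3 SD, cut at about 35% in these data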;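 further: 0% = DMSO alone and 100% = 100 µM mitoxantrone as full dye displacement; higher means more dye released from RNA so lower well fluorescence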
# UHRF1 MBD2 ctr: human UHRF1 methylated DNA binding inhibitors; AID 687016; UHRF1 binding to methylated oligo, TR-FRET; hit rate 0.75% among 370,000; inhibition, % at 4.4 µM; Q96T88; in the data active means inhibition above about 21%;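 further: UHRF1 SRA domain binding a hemimethylated CpG hairpin DNA probe; 0% = median of test compound wells and 100% = reference inhibitor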
# The depositor's hits bear a star; / = not tested or not shown. An excerpt; rates above refer to the full screens.
SMILES,MBD2 inh,ABHD4 inh,PRMT1 FP inh,GC-B act,TCR CD3 inh,NPR1 activator,SIAE primary,HTRA1 inh,rCAG RNA binder,UHRF1 MBD2 ctr
O=C(NCc1cccnc1)c1cccc(C(F)(F)F)c1,3,4,0,-1,0,2,-2,4,-5,-1
CCN(CC)S(=O)(=O)c1ccc(N2CCOCC2)c(NC(=O)c2c3c(nc4ccccc24)CCC3)c1,12,34*,0,2,3,-6,1,10,16,10
Cn1c(N2CCOCC2)nc2c1c(=O)n(Cc1ccc(Cl)cc1)c(=O)n2C,2,2,0,11,-5,7,-1,2,-10,3
CCCCNc1cc(C(=O)O)cc(S(N)(=O)=O)c1Oc1ccccc1,3,-9,-7,-1,-3,-3,-3,2,5,2
CC1(C)OC(=O)C(=CNc2ccccc2F)C(=O)O1,4,4,2,-1,-2,6,10,1,-4,2
O=C1NC(=S)S/C1=C\c1cc(Cl)ccc1Cl,-1,-69,3,0,-4,5,-22,-34,34,-8
CC(=O)NCC(=O)OCc1ccc([N+](=O)[O-])cc1,6,2,5,1,-10,3,2,4,0,1
CC1(C)CC(=O)N(CC(=O)NCc2ccc(F)cc2)c2ccccc2S1(=O)=O,0,5,2,-3,-4,0,12,3,0,-1
NC(=O)NNc1cccc(Cl)n1,1,5,1,2,3,4,7,2,-2,0
O=C(C=Cc1cccc(Cl)c1)c1ccccc1,0,-13,-5,-4,5,-8,-6,-14,-1,1
O=[N+]([O-])c1ccc(Cl)c(S(=O)(=O)/N=C(/c2ccccc2)N2CCOCC2)c1,-3,-7,0,3,6,1,7,-1,2,-4
Cc1c(C#N)c(O)n(CCO)c(=O)c1N=Nc1ccc2c(c1)COC2=O,-15,5,-2,2,-1,-5,11,3,8,-17
COC(=O)C1=CN(c2ccc(N3CCOCC3)cc2)C(N)=C(C#N)C1c1ccccc1 (stereo unspecified),5,7,2,6,-2,8,10,/,3,0
CCc1ccc(OCC(=O)NNCC(=O)Nc2ccc(OC)cc2)cc1,6,-1,-1,-7,0,2,6,-41,-4,0
COCCCNCC(=O)c1c(N)n(Cc2ccccc2)c(=O)n(C)c1=O,-2,6,0,-1,2,7,-4,4,2,-1
Cc1oc(-c2ccccc2F)nc1CS(=O)(=O)CC(=O)N1CCCCCC1,1,3,-2,4,-2,-4,-6,-5,2,-2
O=C(NN1C(=O)c2ccccc2NC12CCCCC2)c1ccccc1,1,0,1,2,-3,4,8,3,-2,-1
C#CCOCCOCCOCCNc1nc(N2CCN(C(=O)[C@H](CCCCN)n3cc([C@@H](N)C(C)CC)nn3)CC2)nc(N2CCN(C(=O)[C@H](CCCCN)n3cc([C@@H](N)C(C)CC)nn3)CC2)n1 (stereo partly specified),16*,-2,11,3,/,5,-1,/,/,16
Cc1cccc(C(=O)Nc2ccccc2NC(=O)c2cccc(C)c2)c1,2,5,-1,-5,-3,-5,-8,-41,1,-1
CCN(CC)S(=O)(=O)c1ccc(N2CCCCC2)c(NC(=O)/C=C/c2cc(OC)c(OC)c(OC)c2)c1,4,9,4,0,-4,-4,-7,-22,11,3
CCC(C)(C)n1nnnc1CN1CCC(NC(=O)c2ccccc2C)CC1,-2,0,0,3,-2,2,9,4,1,0
CCc1ccc(O)c(N=Cc2ccccc2O)c1,-4,27,0,-2,4,-1,12,22,7,32*
C#CCNC(=O)C1=C[C@H](c2ccc(C(F)(F)F)cc2)C[C@H](OCCCCO)O1,0,0,3,3,-4,0,1,-23,3,7
O=C(COC(=O)c1cc(S(=O)(=O)N2CCOCC2)ccc1Cl)NCc1ccco1,-1,1,-6,0,-2,-2,-9,-1,0,0
COc1ccc2cc(C)c3nnc(SCc4cccnc4)n3c2c1,-8,-5,-5,11,2,10,-5,4,-3,-1
# Continuation.
SMILES,MBD2 inh,ABHD4 inh,PRMT1 FP inh,GC-B act,TCR CD3 inh,NPR1 activator,SIAE primary,HTRA1 inh,rCAG RNA binder,UHRF1 MBD2 ctr
NS(=O)(=O)c1ccc(NC(=O)CSc2ccccn2)cc1,-1,-1,3,7,7,6,-7,-2,2,3
CCOC(=O)c1cc(-c2ccccc2)nn1Cc1cc(CC)no1,0,-9,-2,-2,0,2,2,-29,-6,0
CN(C)S(=O)(=O)c1cc(NC(=O)CN2CCCc3ccccc32)ccc1Cl,-7,2,-2,-3,-7,-3,9,-4,7,3
CC(C)OCCCNC(=O)c1cc(S(=O)(=O)N2CCCCC2)c[nH]1,0,1,1,0,-5,4,-4,1,-1,0
CC(NC(=O)c1ccc(CS(C)(=O)=O)cc1)c1cccc2ccccc12 (stereo unspecified),-1,-2,1,-1,2,-2,-3,-6,10,3
COc1c(C)cc(NC(=O)c2ccc3c(c2)NC(=O)CO3)cc1C,3,-6,-1,-3,1,-2,-4,-1,-3,15
C=C(C)C(=O)Nc1cccnc1Oc1ccc(F)cc1F,-2,-1,9,-2,-12,4,0,0,-4,1
O=C(O)CCCCCNC(=O)Cn1nnc2ccccc2c1=O,3,2,-2,2,7,0,-4,3,19,2
Cc1ccccc1N(CC(=O)N/N=C/c1ccc(F)cc1)C(=O)c1ccccc1,-2,-11,1,3,4,0,3,-20,-5,0
O=C(NC(Cc1ccccc1)C(=O)O)/C(=C\c1cccc([N+](=O)[O-])c1)NC(=O)c1ccco1 (stereo unspecified),5,1,2,5,-8,3,5,-2,5,2
Cc1ccccc1-c1ccc(C(=O)Nc2cccc(F)c2)o1,0,-43,4,-8,4,0,-26,-58,8,-2
Cc1ccc2nc(SCc3cccc([N+](=O)[O-])c3)nc(C)c2c1,0,-2,-4,-2,6,-2,-1,-5,0,-2
CCCCCCN1C[C@H](O)[C@@H](n2cc(C3CC3)nn2)C[C@@H]1c1ccc(C)cc1,0,-5,-5,-15,6,-11,0,-17,0,-1
Cc1cccc(NC(=O)CSc2nnc(-c3ccncc3)n2CC2CCCO2)c1 (stereo unspecified),-3,-2,0,6,-9,1,-2,0,0,5
COc1ccc(NC(=O)c2cc3ccccc3o2)cc1,4,-3,0,-2,3,6,0,-11,1,0
O=C1C=C(OCCF)CC(c2cccc(Cl)c2)O1 (stereo unspecified),-1,-12,-3,-1,-4,4,2,/,2,3
Cc1ccccc1NC(=O)/C(=C\c1cccs1)NC(=O)c1ccccc1,-2,-1,-1,10,7,-3,5,-3,1,-1
COc1cc(NC(=O)C[n+]2ccc(C(=O)c3ccccc3)cc2)cc(OC)c1,2,-3,-1,0,-5,-3,1,6,11,-4
CCNc1ncnc2c1cnn2C,-3,6,-2,10,-8,5,5,4,-1,-3
O=C(NCc1ccco1)c1cc(S(=O)(=O)N2CCCC2)ccc1Cl,-2,9,-1,1,12,1,8,3,0,0
COc1cccc(CN(CC(=O)NCc2ccco2)C(=O)CNS(=O)(=O)c2ccccc2)c1,-7,1,1,2,7,0,-4,5,2,-2
CC12CCC(C(=O)NCc3ccc(F)cc3)(OC1=O)C2(C)C (stereo unspecified),-4,-4,4,3,-4,-5,-7,4,-5,1
Cc1nc2[nH]c(=O)n(O)c(=O)c2s1,-1,-8,6,0,-4,0,0,0,0,2
CC(C)n1c(Nc2ccccc2)nc2ccccc21,2,2,2,-5,-8,0,6,2,-4,-1
COc1c(C)cc(Br)cc1C(=O)Nc1ccc(Cc2ccncc2)cc1,2,-7,-3,-4,0,-1,-6,-37,-4,-1

# Five entries picked at random from the list so far, as already listed:
SMILES,MBD2 inh,ABHD4 inh,PRMT1 FP inh,GC-B act,TCR CD3 inh,NPR1 activator,SIAE primary,HTRA1 inh,rCAG RNA binder,UHRF1 MBD2 ctr
Cc1ccccc1-c1ccc(C(=O)Nc2cccc(F)c2)o1,0,-43,4,-8,4,0,-26,-58,8,-2
CCCCCCN1C[C@H](O)[C@@H](n2cc(C3CC3)nn2)C[C@@H]1c1ccc(C)cc1,0,-5,-5,-15,6,-11,0,-17,0,-1
CN(C)S(=O)(=O)c1cc(NC(=O)CN2CCCc3ccccc32)ccc1Cl,-7,2,-2,-3,-7,-3,9,-4,7,3
CC12CCC(C(=O)NCc3ccc(F)cc3)(OC1=O)C2(C)C (stereo unspecified),-4,-4,4,3,-4,-5,-7,4,-5,1
COc1ccc(NC(=O)c2cc3ccccc3o2)cc1,4,-3,0,-2,3,6,0,-11,1,0

# Next section.
SMILES,MBD2 inh,ABHD4 inh,PRMT1 FP inh,GC-B act,TCR CD3 inh,NPR1 activator,SIAE primary,HTRA1 inh,rCAG RNA binder,UHRF1 MBD2 ctr
COc1ccccc1NS(=O)(=O)c1ccc2c(c1)OCCO2,9,4,1,-1,4,-3,3,-4,1,14
C[C@@H](C(=O)CC(=O)OC(C)(C)C)[C@@H](O)c1ccccc1,5,7,0,2,-7,-1,5,9,-3,-2
O=C(O)CNS(=O)(=O)/C=C/c1ccccc1,-3,8,3,2,14,1,1,1,-3,4
CCCCCCCCCCCCCCCC(=O)OC(CC(=O)O)C[N+](C)(C)C (stereo unspecified),5,0,2,-1,5,-12,4,19,3,0
Nc1nc2c(ncn2[C@@H]2O[C@H](C(=O)NCCCN3CCCC3=O)[C@@H](O)[C@H]2O)c(=O)[nH]1,2,7,7,45*,-4,49*,17,/,1,1
Cc1ccc(S(=O)(=O)N2CCOCC2)cc1NC(=O)CSc1nccn1C,-2,-5,-4,-3,2,4,3,2,-2,0
CS(=O)(=O)N(CC(=O)NCC1CCCO1)c1ccc(Cl)c(Cl)c1 (stereo unspecified),-6,0,1,-1,-6,-2,14,-5,-1,-2
Cc1oc2ccc(OCc3ccc(F)cc3)cc2c1C(=O)O,3,-4,6,-5,-4,-4,-6,-2,12,0
CCN(CC)S(=O)(=O)c1ccc2c(c1)N(CC(=O)NCc1ccccn1)C(=O)CO2,1,6,0,1,3,2,-2,6,-4,1
Cc1cc(Cl)ccc1OCC(=O)NCCCN1CCOCC1,-1,0,-2,-1,1,7,0,1,2,1
NC(=O)CC(NC(=O)Cc1ccc(Br)cc1)c1ccc(NCCc2cccc(F)c2)c([N+](=O)[O-])c1 (stereo unspecified),3,-4,-1,-5,5,1,-8,2,4,-3
COc1ccc(C(c2nnnn2C(C)(C)C)N2CCN(C)CC2)cc1OC (stereo unspecified),2,3,1,-3,0,0,2,-1,-3,-6
O=C(CN1C(=O)NC2(CCCC2)C1=O)Nc1cc(Cl)ccc1N1CCCCC1,0,-4,-3,-1,8,-3,-1,-2,-2,1
Cc1ccc2c(CSc3nc4ccccc4c(=O)n3CCCO)cc(=O)oc2c1C,1,-1,8,-3,-4,-11,-12,-62,3,-1
CSc1ccccc1NC(=O)Nc1ccccc1,4,-6,4,-2,-5,5,-1,-15,1,0
CC(=O)c1cccc(N(C(=O)c2ccco2)C(C(=O)NC2CCCC2)c2ccncc2)c1 (stereo unspecified),-1,6,2,-3,1,8,9,4,3,1
CCCCNC(=O)C(C#N)c1nc2ccccc2nc1N1CCN(c2ccccc2F)CC1 (stereo unspecified),-5,-6,-3,-3,0,-1,-4,-7,5,5
Cc1nnc(NC(=O)c2oc3ccccc3c2C)s1,-2,0,0,-12,4,-3,5,0,4,-4
CCN1CNC(=S)N(CCc2ccccc2)C1,1,1,0,-2,-1,-1,-8,1,-3,2
COc1cc(NC(=O)COC(=O)c2cnc(C)cn2)c(C)cc1[N+](=O)[O-],2,4,-1,3,7,1,3,3,1,-2
CC(=O)c1ccc(-c2ccc(C(=O)NC3CC(C)(C)NC(C)(C)C3)o2)cc1,-3,-4,12,2,-3,1,1,-1,10,-2
CCN(C(=O)COC(=O)C1CC1)c1c(N)n(Cc2ccccc2)c(=O)[nH]c1=O,3,-7,9,2,-5,1,-2,-3,2,6
CCCS(=O)(=O)N1CCCC(C(=O)c2ccccc2OC)C1 (stereo unspecified),3,-2,3,3,-1,2,1,-2,-4,2
